HTR5A inv ctr – counter-screen for OPRM1-OPRD1 inverse agonists: human HTR5A inverse agonism | hit rate 0.083% among 340,000 | P47898 | HTR5A cell line, luminescence | inhibition, % at 9.3 µM; in the data active means inhibition mostly above about 23%, no sharp cut-off; inactive means mostly below about 18%;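 further: 0% = cells with DMSO and 100% = no-cell wells with DMSO; some compounds called inactive have numbers as strong as hits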
HTR5A ag ctr – HTR5A agonism, opioid heterodimer counter-screen. hit rate 0.61% among 340,000. AID 504692. HTR5A agonist assay, luminescence, cell-based. P47898. activation, % at 9.3 µM; in the data active means activation mostly above about 9.5%, no sharp cut-off; inactive means mostly below about 7.6%;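 further: 0% = cells with vehicle only and 100% = reference agonist; strong numbers were not always called active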
MITF TRPM1 HTS – activators of MITF-driven TRPM1 promoter activity in SK-MEL-5 cells; SK-MEL-5 TRPM1-promoter luciferase, 24 h; % of positive control, neutral wells = 0; activation, % at 12.5 µM; hit rate 0.75% among 300,000; AID 588334;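 active means mean activation of at least 80% with every replicate also reaching 80%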;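 further: 0% = neutral control wells and 100% = parthenolide positive control wells; values of inactives mirror those of a sister screen read the other way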
V-ATPase pHluor – alters yeast V-ATPase proton transport; AID 504577; response, % at 10 µM; S. cerevisiae, pHLuorin cytosolic pH fluorescence; hit rate 0.37% among 350,000; in the data active means response mostly above about 7.3%, no sharp cut-off; inactive means mostly below about 5.4%; further: actives read high; inactives centre near 0; some compounds called inactive have numbers as strong as hits; reference of the scale not given here
SR-BI DiI inh – mouse SR-BI HDL lipid transfer inhibition; hit rate 0.96% among 320,000; inhibition, % at 12.5 µM; ldlA[mSR-BI] CHO cells, DiI-HDL uptake fluorescence, 3 h;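 active means mean replicate inhibition of at least 70% and a set share of replicates each scoring 70 or more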;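 further: 0% = median of neutral control wells and 100% = median of positive control wells; values of inactives mirror those of a sister screen read the other way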
Wnt bcat act – activates Wnt/beta-catenin signaling in a reporter cell assay; activator, plate reader; hit rate 1.2% among 300,000; activation, % at 9.35 µM; in the data active means activation above about 30%, passing the limit was not always enough;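 further: 0% = neutral control wells and 100% = positive control wells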
NSD2 inh – blocks human histone methyltransferase NSD2 | NSD2 peptide methylation, AlphaScreen, 120 min | O96028 | inhibition, % at 12.5 µM | hit rate 0.54% among 310,000; in the data active means inhibition above about 50%
Target sequence (O96028 whole entry, looked up): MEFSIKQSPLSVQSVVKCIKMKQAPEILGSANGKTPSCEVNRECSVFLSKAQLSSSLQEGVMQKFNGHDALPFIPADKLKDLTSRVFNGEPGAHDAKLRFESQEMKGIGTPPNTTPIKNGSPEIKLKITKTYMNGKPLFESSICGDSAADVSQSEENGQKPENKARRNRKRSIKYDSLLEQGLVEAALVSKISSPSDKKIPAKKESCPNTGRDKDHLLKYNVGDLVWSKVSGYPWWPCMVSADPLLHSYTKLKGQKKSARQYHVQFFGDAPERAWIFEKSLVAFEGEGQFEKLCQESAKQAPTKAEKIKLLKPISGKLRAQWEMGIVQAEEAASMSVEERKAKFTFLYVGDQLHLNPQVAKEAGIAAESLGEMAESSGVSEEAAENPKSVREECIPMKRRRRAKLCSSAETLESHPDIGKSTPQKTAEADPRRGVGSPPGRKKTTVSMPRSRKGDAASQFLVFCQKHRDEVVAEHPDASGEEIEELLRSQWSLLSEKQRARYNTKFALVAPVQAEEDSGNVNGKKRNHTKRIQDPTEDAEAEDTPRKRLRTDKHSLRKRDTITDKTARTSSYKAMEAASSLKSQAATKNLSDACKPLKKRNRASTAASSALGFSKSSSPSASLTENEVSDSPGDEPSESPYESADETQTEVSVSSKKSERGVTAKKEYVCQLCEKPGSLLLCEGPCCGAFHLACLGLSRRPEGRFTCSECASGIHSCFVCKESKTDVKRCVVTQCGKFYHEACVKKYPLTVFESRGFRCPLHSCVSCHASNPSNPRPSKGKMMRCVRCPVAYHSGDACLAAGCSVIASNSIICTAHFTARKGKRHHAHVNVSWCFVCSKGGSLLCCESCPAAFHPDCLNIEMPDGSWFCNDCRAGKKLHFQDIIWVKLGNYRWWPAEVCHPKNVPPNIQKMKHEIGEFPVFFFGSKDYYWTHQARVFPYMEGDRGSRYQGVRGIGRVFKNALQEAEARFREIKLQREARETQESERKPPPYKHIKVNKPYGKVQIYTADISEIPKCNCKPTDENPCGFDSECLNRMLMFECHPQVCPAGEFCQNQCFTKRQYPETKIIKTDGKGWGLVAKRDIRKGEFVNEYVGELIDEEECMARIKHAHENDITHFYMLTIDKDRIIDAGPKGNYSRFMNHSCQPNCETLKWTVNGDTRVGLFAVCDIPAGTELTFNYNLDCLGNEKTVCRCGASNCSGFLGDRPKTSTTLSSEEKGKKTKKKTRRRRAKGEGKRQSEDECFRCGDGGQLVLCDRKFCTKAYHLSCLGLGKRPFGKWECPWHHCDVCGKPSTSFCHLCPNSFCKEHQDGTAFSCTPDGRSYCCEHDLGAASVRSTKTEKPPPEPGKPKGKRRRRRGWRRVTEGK
dFosB act – enhances mouse delta FosB homodimer DNA binding. P13346. purified delta FosB, TAMRA-CDK5 oligo fluorescence polarization; percent of positive-control signal above neutral wells. activation, % at 25 µM. hit rate 0.99% among 340,000;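 active means mean activation above about 17%, with every replicate also reaching it, limit read from the data, passing the limit was not always enough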;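 further: fluorescence polarization rise as delta FosB binds a TAMRA Cdk5 AP-1 oligo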
CDK5 inh – inhibitors of human CDK5/p35 kinase; Q00535+Q15078; Recombinant CDK5/p35, ADP-Glo luminescence, 60 min; inhibition, % at 10 µM; hit rate 0.01% among 330,000;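 active means highest replicate inhibition of at least 50% and at least 75% of replicates reaching 50%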;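 further: plate controls were DMSO neutral control for no effect and GW8510 at 10 µM for full effect; many of its hits are not listed in these tables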
PvdQ acylase – blocks Pseudomonas aeruginosa PvdQ acylase activity; purified PvdQ acylase, fluorescence plate reader; hit rate 0.063% among 340,000; inhibition, % at 10 µM; in the data active means inhibition above about 30%, passing the limit was not always enough;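 further: 0% = vehicle neutral wells and 100% = reference inhibitor wells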
* marks the source's active call; other numbers are inactive results; / = no result given; & = joins results of further samples.

Preview (ten entries):
SMILES	HTR5A inv ctr	HTR5A ag ctr	MITF TRPM1 HTS	V-ATPase pHluor	SR-BI DiI inh	Wnt bcat act	NSD2 inh	dFosB act	CDK5 inh	PvdQ acylase
COc1ccc(NC(=O)CSc2nc3ccccc3nc2N2CCCC2)cc1Cl	12	5	/	-1	22	26	/	3	-0.7	-16
COC(=O)C1(CC2CC(c3ccccc3)=NO2)CCN(C(=O)OC(C)(C)C)CC1 (centres undefined)	-8	8	5	-2	22	-4	/	-5	0.4	-12
CSCCC(NC(=O)COc1ccccc1)C(=O)OCC(=O)c1ccccc1 (centres undefined)	-14	5	-3	0	0	2	-1	-6	0.6	-6
COCCn1c(-c2ccc(C#N)cc2)nc2c1c(=O)[nH]c(=O)n2Cc1ccccc1	-13	-1	-4	2	1	-1	-3	-7	0.1	-12
C#CCOCCOCCOCCNc1nc(N2CCN(C(=O)[C@H](Cc3ccc(O)cc3)n3cc([C@@H](N)C(C)CC)nn3)CC2)nc(N2CCN(C(=O)[C@H](CCCCN)n3cc([C@@H](N)CO)nn3)CC2)n1 (some centres undefined)	-7	3	7	2	-4	/	/	0	-0.8	4
NC(=O)c1cccnc1Oc1ccc(Cl)cc1Cl	12	5	/	3	-3	1	-2	1	4.5	0
Cc1ccc(-c2csc(NCCn3c(C(F)(F)F)nc4ccccc43)n2)cc1	/	/	3	1	37	-6	/	-2	0.6	-4
CCC(=O)N1CCN(CCN=CC2=C(O)CC(c3ccc(OC)cc3)CC2=O)CC1 (centres undefined)	31	10	6	2	17	-2	-2	-1	0.5	-1
Cc1cc(C)c(NC(=O)C2CC(=O)N(C(C)C)C2)c(C)c1 (centres undefined)	9	-2	/	-3	0	1	-2	-2	2.1	-16
O=c1/c(=C\c2ccc3c(c2)OCO3)sc2n1CCCN=2	-5	2	/	-2	-20	/	1	5	0.9	12

This part in full, from the start:
SMILES	HTR5A inv ctr	HTR5A ag ctr	MITF TRPM1 HTS	V-ATPase pHluor	SR-BI DiI inh	Wnt bcat act	NSD2 inh	dFosB act	CDK5 inh	PvdQ acylase
COc1ccc(NC(=O)CSc2nc3ccccc3nc2N2CCCC2)cc1Cl	12	5	/	-1	22	26	/	3	-0.7	-16
COC(=O)C1(CC2CC(c3ccccc3)=NO2)CCN(C(=O)OC(C)(C)C)CC1 (centres undefined)	-8	8	5	-2	22	-4	/	-5	0.4	-12
CSCCC(NC(=O)COc1ccccc1)C(=O)OCC(=O)c1ccccc1 (centres undefined)	-14	5	-3	0	0	2	-1	-6	0.6	-6
COCCn1c(-c2ccc(C#N)cc2)nc2c1c(=O)[nH]c(=O)n2Cc1ccccc1	-13	-1	-4	2	1	-1	-3	-7	0.1	-12
C#CCOCCOCCOCCNc1nc(N2CCN(C(=O)[C@H](Cc3ccc(O)cc3)n3cc([C@@H](N)C(C)CC)nn3)CC2)nc(N2CCN(C(=O)[C@H](CCCCN)n3cc([C@@H](N)CO)nn3)CC2)n1 (some centres undefined)	-7	3	7	2	-4	/	/	0	-0.8	4
NC(=O)c1cccnc1Oc1ccc(Cl)cc1Cl	12	5	/	3	-3	1	-2	1	4.5	0
Cc1ccc(-c2csc(NCCn3c(C(F)(F)F)nc4ccccc43)n2)cc1	/	/	3	1	37	-6	/	-2	0.6	-4
CCC(=O)N1CCN(CCN=CC2=C(O)CC(c3ccc(OC)cc3)CC2=O)CC1 (centres undefined)	31	10	6	2	17	-2	-2	-1	0.5	-1
Cc1cc(C)c(NC(=O)C2CC(=O)N(C(C)C)C2)c(C)c1 (centres undefined)	9	-2	/	-3	0	1	-2	-2	2.1	-16
O=c1/c(=C\c2ccc3c(c2)OCO3)sc2n1CCCN=2	-5	2	/	-2	-20	/	1	5	0.9	12
COc1cccc(-n2c(SCC(N)=O)nnc2-c2c[nH]c3ccccc23)c1	-8	0	/	2	2	8	/	-6	3.2	-3
Cc1nc(Nc2cccc(C(C)O)c2)c2nnn(Cc3ccc(F)cc3)c2n1 (centres undefined)	-11	4	-12	1	54	0	-4	-8	0.2	-13
COCCNC(=O)CSc1nc2cc3c(cc2c(=O)n1CCCC(=O)NCc1ccc(OC)cc1)OCO3	-1	5	-1	0	9	-2	-4	7	0.1	0
O=C(Cn1cnc2c(NCc3ccccc3)ncnc21)NCCc1cc2ccccc2[nH]1	/	/	-10	-1	-3	-7	/	-8	0.2	1
Cc1ccccc1NCC(=O)N/N=C\c1ccc([N+](=O)[O-])s1	30	3	-56	-2	20	3	/	3	-0.1	-4
Cc1ncn2cc(-c3ccc(Cl)cc3Cl)[nH]c(=O)c12	-2	4	/	-1	-40	0	-1	12	1.1	-12
CC(=O)Nc1ccc(NC(=O)COC(=O)CCc2nc3ccccc3s2)cc1	-12	2	7	0	9	2	-3	-5	-3.0	-4
CC(=O)Nc1ccc(NC(=O)CS(=O)(=O)c2cn(CC(=O)N3CCC(C)CC3)c3ccccc23)cc1	-2	1	-2	0	52	13	0	-13	-1.1	-18
Cc1c(CC(=O)N2C[C@H]3C[C@@H](C2)c2cccc(=O)n2C3)c(=O)oc2cc3occ(C(C)(C)C)c3cc12	-1	11	-6	-1	8	-1	/	-21	2.2	-12
COCCn1c(=NC(C)=O)sc2cc([N+](=O)[O-])ccc21	8	-2	-8	-3	8	0	0	3	-0.3	-2
C/C(=N\Nc1nc(C)c(C)s1)c1ccc([N+](=O)[O-])cc1	-21	8	19	9	81*	1	1	-3	-1.7	3
CC1(C)Cc2ccccc2C(N/N=C/c2ccc([N+](=O)[O-])cc2)=N1	-8	3	0	-1	44	-1	4	-4	-3.2	-4
C=CCn1c(SCC(=O)c2c(N)n(CCC)c(=O)n(C)c2=O)nnc1-c1ccncc1	3	-1	-2	7	-1	-2	/	-1	-2.2	-4
CC(=O)Nc1c(I)c(NC(C)=O)c(I)c(C(=O)O)c1I	-6&-52	-2&2	0&2	5&0	-1&21	2&0	/	2&-4	-0.2&-7.2	4&-12
CN1CCc2c(sc(NC(=O)C3COc4ccccc4O3)c2C(N)=O)C1 (centres undefined)	-69	17*	25	1	2	4	10	-3	-0.4	6
O=C(c1cnc2n(c1=O)CCS2)N1CCCc2ccccc21	-17	2	4	-3	3	1	-2	-1	-1.9	-2
CCC(C)NC(=O)Nc1ccc(C)cc1C (centres undefined)	-29	3	-3	-1	-10	-7	-1	0	-1.4	-16
O=C(NCCSc1c(-c2ccccc2)[nH]c2ccccc12)c1cc2ccccc2oc1=O	-4	1	/	3	34	-3	/	-5	-1.5	-13
Cc1ccccc1OC(C)C(=O)NCCCN1CCOCC1 (centres undefined)	-19	-4	-6	3	-2	1	0	4	-1.3	-7
O=C(NC(Nc1cc(C(F)(F)F)ccc1Cl)C(=O)c1ccccc1)c1ccccc1 (centres undefined)	12	3	/	3	65	1	/	6	-0.5	2
Cc1nc2ccccc2c2c1C(=O)N(Cc1cccnc1)C2=O	4	-1	/	-2	7	0	0	-10	-1.2	-6
Cc1ccc(NS(=O)(=O)c2ccc(C(=O)NCCCN3CCCC3=O)cc2)cc1C	-5	2	-17	-1	-34	0	/	-4	-1.4	-5
CC(=O)N1CCN(C(=S)c2ccc(-c3ccc(Cl)cc3)o2)CC1	9	-4	12	-3	/	-2	2	-18	-1.0	-5
OC(C#Cc1ccccc1)(c1ccccc1)c1ccccc1	1	0	4	2	33	1	-1	-11	-0.2	-8
Cc1ccc(-n2c([S-])c(C(=O)NC(C)c3ccccc3)[n+]3ccccc23)cc1 (centres undefined)	-7	0	-14	0	10	-1	-3	-3	-1.1	10
CCc1cc(=O)oc2c(CNCc3ccccc3F)c(O)c(Cl)cc12	-13	4	-1	0	-14	-2	12	-9	1.7	-21
CC1(C)CC2(CCO1)OC(=O)CC2C(=O)Nc1ccc(Cl)cc1[N+](=O)[O-] (centres undefined)	-48	0	-9	-1	14	-2	-4	-4	0.2	-11
Cc1c(C)c(C)c(S(=O)(=O)NCCc2ccccn2)c(C)c1C	-3	-3	2	4	5	-1	-1	-11	2.1	-14
O=C(Nc1ccccc1)Nc1ccccc1	-4	2	60	-2	4	0	/	-3	1.6	12
COC(=O)c1c(C)[nH]c(C(=O)OCC(=O)NC(C)(C)C)c1C	1	0	-8	1	-26	4	0	-6	-0.5	5
O=C(O)c1ccc(-c2cccc(Cl)c2)o1	-1	-4	7	-2	-34	/	0	0	-1.0	-8
COc1ccc(OC)c(CNC(=O)C2CCCN(c3ncnc4c3nc3n4CCCCC3)C2)c1 (centres undefined)	7	-1	-6	3	8	0	4	-8	0.6	-8
Cc1n[nH]c(C)c1S(=O)(=O)N1CCc2ccccc2C1	8	6	-4	2	9	-1	2	-6	0.5	-6
Cc1ccc(N2CN=c3s/c(=C\c4ccccn4)c(=O)n3C2)cc1	12	-5	51	-3	2	3	59*	-11	0.7	-3
CCOc1ccc(N(CC(=O)N2CCC(Cc3ccccc3)CC2)S(C)(=O)=O)cc1	-29	-10	-13	1	-16	/	-1	-3	-1.2	14
CC(=O)Nc1ccc(S(=O)(=O)N2CCN(S(=O)(=O)c3ccc(F)c(F)c3F)CC2)cc1	5	-1	1	3	/	2	-3	-16	1.5	-12
CCN(c1ccccc1)S(=O)(=O)c1ccc(C(=O)Nc2nccs2)cc1	-37	7	3	2	8	/	0	2	0.3	-2
O=C(CN1CCOCC1)Nc1ccccc1Cl	13	1	-5	3	-18	/	-1	-7	-2.5	-9
c1cnc2ccc(C(c3nnnn3C3CCCCC3)N3CCN4CCCC4C3)cc2c1 (centres undefined)	7	5	3	5	-9	0	1	-12	-0.8	-6
O=C(C[n+]1cc(-c2ccc(Cl)c(Cl)c2)n2c1CCC2)OCc1ccccc1	-10	2	8	0	10	-2	0	0	0.4	-10

Later entries.
SMILES	HTR5A inv ctr	HTR5A ag ctr	MITF TRPM1 HTS	V-ATPase pHluor	SR-BI DiI inh	Wnt bcat act	NSD2 inh	dFosB act	CDK5 inh	PvdQ acylase
O=C(CCCCCN1C(=O)c2ccccc2C1=O)Nc1ccc(F)cc1	-33	3	-7	-3	-6	-7	-4	-3	0.1	1
O=C(NCCc1ccccc1)C1CCCN(c2nc3ccccc3s2)C1 (centres undefined)	4	-2	8	-4	35	-1	4	-6	-1.5	-6
COc1ccc(Nc2nc(C(=O)N3CCc4cc(OC)c(OC)cc4C3)cs2)cc1	-7	2	3	-3	/	6	2	-18	-0.6	2
COc1cc(C(=O)OCC(=O)N(C)C)cc(NC(=O)c2ccco2)c1OC	-4	6	/	-2	12	-7	0	1	0.1	-8
Cc1ccc(C)c(N2CCN(C(=O)c3ccc(N4CCOCC4)c([N+](=O)[O-])c3)CC2)c1	2	1	4	-3	31	-1	23	-8	-1.6	-6
CCn1c(/C=C/c2c(C)[nH]c3ccccc23)nc2ccccc2c1=O	-1	-2	-3	-4	36	6	-3	-14	-1.5	-4
O=C(O)c1ccc(NS(=O)(=O)c2ccc3c(c2)OCCCO3)cc1	-9	3	7	4	-3	1	11	-9	-1.6	-5
CCc1cc(C(N)=S)ccn1	-14&0	2&0	6&9	3&-3	-20&0	1&-3	/	2&-5	0.5&0.2	-8&-3

Screens from PubChem.
